PPC-1+TRAIL kill: compounds killing PPC-1 cancer cells with TRAIL present (potentiator screen, no TRAIL-free arm) | actives 0.41% (n = 220,000) | cell killing (% activity), % at 4 µM | PPC-1 cells + TRAIL, ATPLite viability luminescence | AID 1443;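 active = cell killing above 50% in the first pass at 4 µM, then a duplicate retest at 5 µM averaging 50% or more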;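 note: plate controls were cells with TRAIL plus DMSO for no effect and medium-only wells lacking cells for full effect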
TRPML3 ag: activates the human TRPML3 channel. Q8TDD5. HEK293 TRPML3-YFP, Fluo-8 calcium fluorescence; 100% = the carbachol control signal. activation, % at 3 µM. actives 0.29% (n = 220,000). AID 1448;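 active = activation above its plate's cutoff, the mean activation of the plate's test wells plus 3 SD, cut at about 12% in these data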;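 note: 0% = DMSO only wells and 100% = carbachol wells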
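system = HEK293 cells stably carrying human TRPML3-YFP | doses = one concentration, 3 µM nominal, 0.3% DMSO | timing = dye loading 1 h 37 °C then 30 min ambient, 125 s read | detection = Fluo-8 calcium dye fluorescence, ex 470-495, em 515-575 nm | benchmarks = high control carbachol 87 µM, low control DMSO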
EP2 mod: EP2 receptor (human) modulation; P43116; EP2-expressing cells, cAMP HTRF FRET, PGE2 co-stimulation; induction, % at 25 µM; actives 0.83% (n = 260,000); AID 940;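 active = compounds whose cAMP rise, as percent of the full-agonist control response, exceeds 60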;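 note: rat C6 glioma line stably carrying human EP2 under a CMV promoter; the protocol text gives 20 µM as final concentration; 100% = response of wells given 1 µM PGE2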
Target sequence (P43116 whole entry, looked up): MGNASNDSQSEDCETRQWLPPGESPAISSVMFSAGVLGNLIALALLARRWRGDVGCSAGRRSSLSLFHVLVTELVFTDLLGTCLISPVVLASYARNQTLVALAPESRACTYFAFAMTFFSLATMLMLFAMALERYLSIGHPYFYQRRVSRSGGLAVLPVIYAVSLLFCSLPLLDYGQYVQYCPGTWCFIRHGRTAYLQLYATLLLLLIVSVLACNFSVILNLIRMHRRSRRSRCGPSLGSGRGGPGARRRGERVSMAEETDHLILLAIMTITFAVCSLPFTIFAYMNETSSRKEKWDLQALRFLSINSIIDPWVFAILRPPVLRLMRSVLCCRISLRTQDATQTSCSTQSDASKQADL
NPY Y1 blocker: antagonists of human neuropeptide Y receptor Y1; HEK293-CNG Y1 cells, membrane potential fluorescence; NPY at EC95, then isoproterenol; AID 1040; P25929; actives 1% (n = 200,000); inhibition, % at 3.6 µM;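 active = inhibition above the campaign mean inhibition of all tested compounds plus 3 SD, cut at about 20% in these data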;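 note: 0% = DMSO wells given NPY plus isoproterenol and 100% = isoproterenol alone without NPY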
Target sequence (P25929 whole entry, looked up): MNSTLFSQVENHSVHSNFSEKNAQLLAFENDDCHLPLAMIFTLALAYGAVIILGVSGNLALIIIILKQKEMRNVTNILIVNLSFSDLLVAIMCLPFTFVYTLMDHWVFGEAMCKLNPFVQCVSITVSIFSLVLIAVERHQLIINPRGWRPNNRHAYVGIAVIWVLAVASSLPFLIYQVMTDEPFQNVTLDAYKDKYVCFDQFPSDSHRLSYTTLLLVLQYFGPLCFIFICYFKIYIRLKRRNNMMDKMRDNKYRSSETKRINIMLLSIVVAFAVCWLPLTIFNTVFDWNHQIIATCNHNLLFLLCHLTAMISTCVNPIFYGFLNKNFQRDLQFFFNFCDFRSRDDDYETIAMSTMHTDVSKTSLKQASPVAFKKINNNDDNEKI
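Material: HEK293 Y1/CNG channel cell line | Also added: NPY (25 nM), isoproterenol (1 µM), Ro 20-1724 (25 µM) | Compound: One concentration, 3.6 µM, in 0.4% DMSO | Schedule: 3 h dye uptake, 1 h room-temperature compound, 45 min post-isoproterenol | Signal: Membrane-potential fluorescent dye readout | Read-out: % inhibition of NPY effect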
zfTRPN1 agonist: activates the zebrafish TRPN1 channel. HEK293 zebrafish TRPN1-YFP, Fluo-8 calcium fluorescence; 100% = response to 87 µM carbachol. activation, % at 3 µM. actives 0.18% (n = 220,000);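 active = activation above its plate's cutoff, the mean activation of test wells on that plate plus 3 SD, cut at about 19% in these data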;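 note: 0% = DMSO alone and 100% = 87 µM carbachol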
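Assay system: Zebrafish TRPN1-YFP in HEK293 cells | Incubation: Dye loading 1 h at 37 °C, then 30 min room temperature | Measured by: Kinetic Fluo-8 fluorescence, ex 470-495, em 515-575 nm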
EP2 antag: EP2 receptor (human) inhibition | P43116 | C6 glioma cells expressing human EP2, cAMP TR-FRET; cells stimulated with saturating PGE2 | inhibition, % at 25 µM | actives 0.52% (n = 260,000) | AID 1422;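 active = percent inhibition above 40 after rounding to a whole number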;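 note: rat C6 glioma host cells with rolipram phosphodiesterase inhibitor present; the protocol text gives 20 µM as final concentration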
CHOP inh: blocks CHOP induction under ER stress | CHO-K1 CHOP-promoter luciferase, tunicamycin-induced, 15-18 h | inhibition, % at 10 µM | actives 3.8% (n = 220,000) | AID 2732;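 active = compounds that reduced the stress-induced luciferase reporter signal by more than about 70% of percent inhibition, limit read from the data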;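 note: 0% = tunicamycin plus vehicle and 100% = wells without tunicamycin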
NPY1 pot ag: human NPY-Y1 potentiation or agonism, primary screen | P25929 | NPY-Y1 expressing cells, potentiator/agonist activation | activation, % at 3.6 µM | actives 0.37% (n = 220,000); in the data active = activation above about 33%, passing the limit was not always enough;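 note: cells stimulated with NPY at EC10 then isoproterenol at EC100; 0% = low agonist plus stimulus and 100% = saturating agonist plus stimulus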
14-3-3 Bad inh: disrupts binding of bovine 14-3-3 zeta to phospho-Bad peptide. actives 0.71% (n = 220,000). inhibition, % at 21.7 µM. TR-FRET 14-3-3zeta/Dy647-pBad peptide displacement, 1 h;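 active = inhibition above about 70%, limit read from the data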;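 note: 0% = full 14-3-3 plus peptide FRET controls and 100% = background without 14-3-3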
Target sequence (P63103 whole entry, looked up): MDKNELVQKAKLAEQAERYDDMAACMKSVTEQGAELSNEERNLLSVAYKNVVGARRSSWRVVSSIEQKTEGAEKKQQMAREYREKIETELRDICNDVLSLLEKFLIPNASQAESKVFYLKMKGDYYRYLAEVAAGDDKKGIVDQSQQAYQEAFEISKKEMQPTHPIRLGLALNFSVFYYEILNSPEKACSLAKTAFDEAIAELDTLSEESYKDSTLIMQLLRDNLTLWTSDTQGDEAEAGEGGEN
* hit, by the source's call; . = not tested or not shown; & = joins results of further samples; [ ] = remark or other dose. Not all compounds are listed, so the mix of outcomes need not match the whole.

SMILES	PPC-1+TRAIL kill	TRPML3 ag	EP2 mod	NPY Y1 blocker	zfTRPN1 agonist	EP2 antag	CHOP inh	NPY1 pot ag	14-3-3 Bad inh
Cc1cccc2nc(Cn3c(=O)n(CCC(=O)NCc4ccco4)c(=O)c4sccc43)cc(=O)n12	-2	0.6	13	-4	3.5	3	56	12	-6
Cn1c(CN2CCCC2)nc2cc(NC(=O)Nc3ccccc3)ccc21	33	0.6	-30	-2	1.7	24	14	-12	-6[fluorescence artefact?]
O=C(NCc1ccco1)c1cnc2ccccn2c1=O	-2	-0.3	5	1	1.4	10	-8	-3	3
COc1ccccc1/C=C\C=N\NC(=O)CCn1nnc2ccccc21	32	-0.5	-6	4	-0.5	7	-7	-10	11
CSc1nc2ccc(N3C(=O)C4CCCCC4C3=O)cc2s1 (centres undefined)	-1	0.0	26	0	-0.7	8	-6	4	12[fluorescence artefact?]
CCOC(=O)C1CCN(C(=S)NC2CC3C=CC2C3)CC1 (centres undefined)	9	0.9	-9	.	1.2	18	-3	-9	-3
Cc1nn(Cc2ccc([N+](=O)[O-])cc2)c(=O)n1-c1ccc(F)cc1	-16	0.6	-3	4	1.7	4	-24	4	-6
Brc1ccccc1OCCCCCN1CCCC1	12	-0.4	-11	13	0.1	9	11	-10	4[fluorescence artefact?]
CC(=O)Cc1nsc(NC(=O)c2cccc(F)c2)n1	-7	0.7	5	3	2.9	8	-30	-5	-1
O=C1CC(=O)CC(c2ccccc2Cl)C1	7	1.3	18	9	1.7	4	17	-11	3[fluorescence artefact?]
COC(=O)c1ccc(N2CCN(C)CC2)c(NC(=O)COc2ccc(OC)cc2)c1	-3	0.3	-15	-1	0.3	11	16	0	-2[fluorescence artefact?]
CC(=O)c1c(C)[nH]c(C(=O)NCc2ccco2)c1C	17	0.4	-8	5	-0.1	2	-10	-1	-13

Of the compounds above, 2 have an aryl methoxy group:
SMILES	PPC-1+TRAIL kill	TRPML3 ag	EP2 mod	NPY Y1 blocker	zfTRPN1 agonist	EP2 antag	CHOP inh	NPY1 pot ag	14-3-3 Bad inh
COc1ccccc1/C=C\C=N\NC(=O)CCn1nnc2ccccc21	32	-0.5	-6	4	-0.5	7	-7	-10	11
COC(=O)c1ccc(N2CCN(C)CC2)c(NC(=O)COc2ccc(OC)cc2)c1	-3	0.3	-15	-1	0.3	11	16	0	-2[fluorescence artefact?]

Next section
SMILES	PPC-1+TRAIL kill	TRPML3 ag	EP2 mod	NPY Y1 blocker	zfTRPN1 agonist	EP2 antag	CHOP inh	NPY1 pot ag	14-3-3 Bad inh
CCCc1nc2ccc(NC(=O)NCCC(=O)OCC)cc2c(=O)n1Cc1cccc(Cl)c1	27	1.0	-13	5	0.3	11	54	-33	0
CC(C)CCNC(=O)CSc1nnc(-c2ccc(S(=O)(=O)N3CCCC3)cc2)n1C	25	0.5	-2	3	0.3	18	-23	-5	14
COc1ccccc1NC(=O)C(=O)N/N=C/c1cccs1	-2	0.4	-12	-2	-0.9	8	-20	2	-19[fluorescence artefact?]
Cc1cccc(CSc2nnc(CCNC(=O)OC(C)(C)C)o2)c1	-4	-0.3	-16	.	-0.8	6	-1	-26	-7
CC1(C)C([N+](=O)[O-])C(c2ccc(F)cc2)NC(c2ccc(F)cc2)C1[N+](=O)[O-] (centres undefined)	11	-0.4	-3	.	-1.3	4	5	-9	6
O=C(NCc1ccc2c(c1)OCO2)c1cccc(S(=O)(=O)N2CCOCC2)c1	4	-0.2	-1	8	0.5	7	24	12	2
CCC(=O)OC1CSc2nc3ccccc3n2C1 (centres undefined)	10	0.0	5&-18	-4	1.1	5&10	31	11	3
CC(NC(=O)COc1ccc(/C=N/NS(=O)(=O)c2ccccc2)cc1)c1ccccc1 (centres undefined)	-19	-0.2	-5	4	1.9	8	19	20	-9[fluorescence artefact?]
COc1ccc(CN(CC2CCC(C(=O)O)CC2)C(=S)Nc2cccc(C)c2)cc1 (centres undefined)	-22	-0.4	9	-3	1.7	5	1	-3	-16
COC(=O)c1c(N)sc2c1CC(C)(C)OC2	22	0.6	9	-4	0.3	7	5	-3	-11
COc1cc(C2C(C#N)=C(N)Oc3n[nH]c(-c4ccccn4)c32)cc(OC)c1OC (centres undefined)	16	0.5	18	-1	-0.1	4	2	-5	-13
CC(C)(C)c1ccc(OC2=CS(=O)(=O)c3ccccc32)cc1	0	-0.3	17	3	0.1	15	51	5	-7
CCc1nnc(NC(=O)CSc2nnc(-c3ccoc3C)n2CC(C)C)s1	-4	-0.1	12	2	0.7	10	4	17	9
Cc1cccc(Cn2c(N(C)CCO)nc3c2c(=O)[nH]c(=O)n3C)c1	12	0.3	2	-1	0.1	8	9	-14	1
COc1ccc(CCNC(=O)COC(=O)c2cc(S(=O)(=O)NCc3ccccc3)ccc2O)cc1OC	-5	0.0	20	.	-0.9	3	13	2	6
CN1C2CCC1CC(NC(=O)CSc1ccc(C(C)(C)C)cc1)C2 (centres undefined)	26	1.2	-16	.	1.8	17	-8	-3	-4
CN1CCC(OC(=O)COc2ccc(Cl)cc2Cl)CC1	13	0.6	-4	1	0.0	11	-29	13	-7
CCOc1ccc(-n2c(=S)sc3c(=O)[nH]c(SCC(=O)NCC4CCCO4)nc32)cc1 (centres undefined)	6	-0.7	20	8	-1.8	5	-4	-2	12
Cc1nn2c(SCC(=O)c3cccs3)cc(C(C)(C)C)nc2c1-c1ccccc1	-2	0.6	32	-3	-1.2	5	68	17	-2
CC(C)CC(=O)NCCCN1CCN(CCCNC(=O)CC(C)C)CC1	37	0.1	4	-1	0.6	2	-19	11	2
O=C(CSc1nc2cc(Cl)ccc2s1)N1CCCc2ccccc21	-22	-0.4	68*	12	0.5	4	23	-30	-1
C#CC(C)(C)NC(=O)c1sccc1Oc1ccc(F)cc1[N+](=O)[O-]	11	0.3	-18	12	-0.8	4	23	23	-8
COCCOC(=O)c1sc2nc[nH]c(=O)c2c1C	-8	1.9	-13	7	0.7	4	0	-5	-3
Cc1cc(CN2C(=O)c3ccccc3C2=O)no1	0	1.0	-7	3	-0.4	.	-3	-3	20

Shown as comma-separated lines: entries from further up.
Structure,PPC-1+TRAIL kill,TRPML3 ag,EP2 mod,NPY Y1 blocker,zfTRPN1 agonist,EP2 antag,CHOP inh,NPY1 pot ag,14-3-3 Bad inh
O=C(CSc1nc2cc(Cl)ccc2s1)N1CCCc2ccccc21,-22,-0.4,68*,12,0.5,4,23,-30,-1
C#CC(C)(C)NC(=O)c1sccc1Oc1ccc(F)cc1[N+](=O)[O-],11,0.3,-18,12,-0.8,4,23,23,-8
COCCOC(=O)c1sc2nc[nH]c(=O)c2c1C,-8,1.9,-13,7,0.7,4,0,-5,-3

(list continues)
SMILES	PPC-1+TRAIL kill	TRPML3 ag	EP2 mod	NPY Y1 blocker	zfTRPN1 agonist	EP2 antag	CHOP inh	NPY1 pot ag	14-3-3 Bad inh
S=c1[nH]nc(Cc2cccc3ccccc23)o1	24	0.1	1	6	0.4	1	-3	-24	1[fluorescence artefact?]
Cc1ccc(/C(N)=N/OC(=O)c2cccc(F)c2)cc1	28	0.3	2	-5	3.0	2	44	7	-2[fluorescence artefact?]
O=C(Nc1ccccc1)c1ccc(S(=O)(=O)NCc2ccco2)cc1	9	-0.3	2	-2	-0.2	7	24	-4	0
COC(=O)CNS(=O)(=O)c1ccc(Cc2ccc(S(=O)(=O)NCC(=O)OC)cc2)cc1	.	1.1	9	-4	5.0	5	6	22	-4
COC(=O)c1cc(C(C)=O)n2ccccc12	16	0.0	15	-1	1.6	15	-118	-7	5
CCC(=O)c1ccc(OCC(=O)NC2(C#N)CCCCC2)cc1	15	0.0	4	-6	1.6	9	-6	5	-4
O=C(CSc1ncn[nH]1)Nc1ccccc1-c1ccccc1	0	-0.9	22	-1	1.0	1	11	2	0[fluorescence artefact?]
COc1ccc(C2C3=C(CC(C)(C)CC3=O)Nc3cc4c(cc32)OCO4)cc1 (centres undefined)	2	-1.1	-23&12	1	-2.2	14&11	30	-23	9
COCCN(C(=O)CSc1nnc(Nc2ccc(C)cc2)s1)c1c(N)n(CC(C)C)c(=O)[nH]c1=O	36	0.3	13	2	-0.2	8	0	0	-7
Cc1ccc(OCC(=O)N/N=C/c2ccc3c(c2)OCO3)cc1C	6	0.6	-63	5	0.8	1	13	-9	-13
O=C(O)c1cccc(COc2ccc3c(c2)CCC3)c1	36	0.4	-7	.	-2.0	10	93*	-5	1
Cc1cccc(N2CCN(Cc3cn(C)nc3-c3ccccc3F)CC2)n1	27	0.6	-12	8	0.3	4	5	-18	-7
CCOCCCNC(=O)CN1C(=O)CSc2ccccc21	-9	0.8	20	-2	0.1	7	-18	1	-3[fluorescence artefact?]
CC(C)N(Cc1nc(-c2ccccc2)no1)C(=O)C1CCCCC1	23	-0.2	-5	8	-1.8	9	-7	1	-1
CCNC(=S)N/N=C/c1cc(Br)cc(Br)c1OC	15	0.3	11	-5	-1.4	11	102*	-3	7
CC(=O)Nc1sc(N/N=C\c2ccc(O)cc2)nc1-c1cccs1	-15	1.1	-76	.	1.6	5	-26	20	4

Limited to NPY Y1 blocker, 14-3-3 Bad inh and PPC-1+TRAIL kill, for 3 of the compounds above:
smiles,NPY Y1 blocker,14-3-3 Bad inh,PPC-1+TRAIL kill
O=C(NCc1ccco1)c1cnc2ccccn2c1=O,1,3,-2
COC(=O)c1ccc(N2CCN(C)CC2)c(NC(=O)COc2ccc(OC)cc2)c1,-1,-2[fluorescence artefact?],-3
CC(C)N(Cc1nc(-c2ccccc2)no1)C(=O)C1CCCCC1,8,-1,23

Reprinted at random: 2 records from the list.
SMILES	PPC-1+TRAIL kill	TRPML3 ag	EP2 mod	NPY Y1 blocker	zfTRPN1 agonist	EP2 antag	CHOP inh	NPY1 pot ag	14-3-3 Bad inh
CC(C)N(Cc1nc(-c2ccccc2)no1)C(=O)C1CCCCC1	23	-0.2	-5	8	-1.8	9	-7	1	-1
CC(=O)Nc1sc(N/N=C\c2ccc(O)cc2)nc1-c1cccs1	-15	1.1	-76	.	1.6	5	-26	20	4
